Compound activity deposited in PubChem by NCI.
Growth percent in the NCI-60 one-dose screen (48 h, 10 µM unless noted): 100 = growth as untreated, 0 = no growth, -100 = all killed.
HOP-62: HOP-62 NSCLC; hit rate 3.9% among 80,000; AID 1794735
UACC-62: UACC-62 melanoma; hit rate 5.4% among 81,000; AID 1794756
MALME-3M: MALME-3M melanoma | hit rate 5.8% among 78,000 | AID 1794766
HOP-92: HOP-92 NSCLC cells | hit rate 6.3% among 71,000 | AID 1794738
EKVX: EKVX NSCLC; AID 1794765; hit rate 3% among 71,000
UACC-257: UACC-257 melanoma. hit rate 4.4% among 78,000. AID 1794764
A549/ATCC: A549/ATCC NSCLC. hit rate 3.7% among 81,000
M14: M14 melanoma | hit rate 6.2% among 80,000
Active calls of the source: *; x = no result given; & = joins results of further samples. How the source made its calls: active means growth percent below 10; inactive means the rest.

#	molecule	HOP-62	UACC-62	MALME-3M	HOP-92
1	CCCCCCCCNc1ccc(Cl)cc1	96	104	106	81
2	OC(CNCC1CCCO1)Cn1c2ccc(Cl)cc2c2cc(Cl)ccc21 (stereo not drawn)	65	96	85	56
3	CC(C)c1nc2ccccc2n1CC(=O)N/N=C/c1ccc(OCCOc2ccc(C=O)cc2)cc1	98	90	101	85
4	O=C1OC(=O)C2C3CC(C(Br)C3Br)C12 (stereo not drawn)	87	102	120	94
5	COc1ccc(CNCCO)cc1	92	92	91	78
6	CCOC(=O)N1CN(C(=O)OCC)CN(C(=O)OCC)C1	94	102	115	68
7	COc1ccc(-c2ccc(-c3ccc(-c4ccc(C(=N)N)cc4)s3)s2)cc1	88	97	101	72
8	SCCNCc1ccccn1	107	110	x	124
9	CN1CCN(c2cc(Nc3cc(C4CC4)[nH]n3)nc(Nc3ccc(CC(=O)NCc4cccc(F)c4)cc3)n2)CC1	8.3*	33	35	-16*
10	COc1nc(N)c(NS(=O)(=O)c2ccc(C(C)=O)cc2)c(=O)n1C	112	101	96	91
11	O=C(/C=C/c1ccccc1)Cc1ccccc1	105	86	121	118
12	O=C1/C(=C/c2ccc(F)cc2)Sc2c(Br)cccc21	69	56	100	-3.1*
13	CC(=O)c1ccc2ccccc2c1OC(=O)c1ccncc1	106	95	98	74
14	COc1cc(/C=N/NC(=O)Cn2c(-c3ccc(C)o3)nc3ccccc32)ccc1OCc1ccccc1	90	78	115	x
15	COc1cc2nccc(Oc3ccc(NC(=O)C4(C(=O)Nc5ccc(F)cc5)CC4)cc3)c2cc1O	58	35	64	33

#	EKVX	UACC-257	A549/ATCC	M14
1	103	91	96	96
2	x	95	59	90
3	106	96	90	100
4	109	109	111	103
5	103	79	96	93
6	99	95	98	106
7	94	101	100	99
8	115	108	103	99
9	50	41	24	24
10	95	110	104	98
11	114	88	96	103
12	88	86	69	93
13	x	104	97	101
14	75	90	73	85
15	71	71	56	49

Following part
#	molecule	HOP-62	UACC-62	MALME-3M	HOP-92
16	C[N+](C)(C)CCc1ccccc1	87	95	102	95
17	CCOC(=O)CCCCCCCBr	105	99	101	x
18	CCCCCCN=C(N)CCCCCCCCCCC(N)=NCCCCCC	19	41	45	8.0*
19	Cc1nnc(NS(=O)(=O)c2ccc(N3C(N)=NC(N)=NC34CCCC4)cc2)s1	95	98	104	89
20	COc1ccc(Nc2ccnc(NCCCNc3ccnc4cc(Cl)ccc34)n2)cc1	47	-91*	-81*	x
21	O=C1C(=O)c2ccccc2C(O)=C1Br	96	84	81	93
22	Cc1ccc(S(=O)(=O)N/N=C/c2cn(-c3ccc(F)cc3)nc2-c2ccc(S(C)(=O)=O)cc2)cc1	101	92	71	90
23	COc1ccc(-n2cc(-c3ccccc3)c3c(SCC(=O)N/N=C/c4ccc([N+](=O)[O-])cc4)ncnc32)cc1	100	98	110	98
24	Cc1ccc(-c2noc(CC(=O)c3ccc([N+](=O)[O-])cc3)n2)cc1	x	91	110	101
25	C=CCN1C(=O)/C(=N\c2nnc(-c3ccc(Cl)cc3)s2)c2ccccc21	91	83	107	77
26	CN(C)CCCCCCN	95	92	105	94
27	O=S(=O)(NCCCNc1nccc(-c2c(-c3cccc(O)c3)nc3occn23)n1)c1ccc(C(F)(F)F)cc1	98	85	72	71
28	COc1ccc(OCc2ccccc2)cc1	91	100	99	x
29	CCOC(=O)c1cc(-c2cccc(Cl)c2)nc2ccccc12	80	87	121	x
30	CN1CCN(c2ccc3nc(/N=C/c4ccc5sc(-c6ccc([N+](=O)[O-])cc6)nc5c4)sc3c2)CC1	120	104	97	111

#	EKVX	UACC-257	A549/ATCC	M14
16	93	90	91	98
17	99	94	98	108
18	35	80	34	23
19	106	106	109	102
20	x	x	-15*	-92*
21	79	92	101	88
22	97	99	101	x
23	97	107	105	108
24	96	107	95	96
25	93	100	102	97
26	110	91	94	109
27	86	114	93	75
28	104	108	96	115
29	x	108	111	118
30	98	101	99	104

Ordered by formula weight (low to high): some entries from above
#	molecule	HOP-62	UACC-62	MALME-3M	HOP-92
8	SCCNCc1ccccn1	107	110	x	124
21	O=C1C(=O)c2ccccc2C(O)=C1Br	96	84	81	93
13	CC(=O)c1ccc2ccccc2c1OC(=O)c1ccncc1	106	95	98	74
24	Cc1ccc(-c2noc(CC(=O)c3ccc([N+](=O)[O-])cc3)n2)cc1	x	91	110	101
12	O=C1/C(=C/c2ccc(F)cc2)Sc2c(Br)cccc21	69	56	100	-3.1*
10	COc1nc(N)c(NS(=O)(=O)c2ccc(C(C)=O)cc2)c(=O)n1C	112	101	96	91
25	C=CCN1C(=O)/C(=N\c2nnc(-c3ccc(Cl)cc3)s2)c2ccccc21	91	83	107	77
7	COc1ccc(-c2ccc(-c3ccc(-c4ccc(C(=N)N)cc4)s3)s2)cc1	88	97	101	72
18	CCCCCCN=C(N)CCCCCCCCCCC(N)=NCCCCCC	19	41	45	8.0*
19	Cc1nnc(NS(=O)(=O)c2ccc(N3C(N)=NC(N)=NC34CCCC4)cc2)s1	95	98	104	89
20	COc1ccc(Nc2ccnc(NCCCNc3ccnc4cc(Cl)ccc34)n2)cc1	47	-91*	-81*	x
15	COc1cc2nccc(Oc3ccc(NC(=O)C4(C(=O)Nc5ccc(F)cc5)CC4)cc3)c2cc1O	58	35	64	33
22	Cc1ccc(S(=O)(=O)N/N=C/c2cn(-c3ccc(F)cc3)nc2-c2ccc(S(C)(=O)=O)cc2)cc1	101	92	71	90

#	EKVX	UACC-257	A549/ATCC	M14
8	115	108	103	99
21	79	92	101	88
13	x	104	97	101
24	96	107	95	96
12	88	86	69	93
10	95	110	104	98
25	93	100	102	97
7	94	101	100	99
18	35	80	34	23
19	106	106	109	102
20	x	x	-15*	-92*
15	71	71	56	49
22	97	99	101	x

More records:
#	molecule	HOP-62	UACC-62	MALME-3M	HOP-92
31	COc1ccc(C2[C@@H](Cl)C(=O)N2c2cc(OC)c(OC)c(OC)c2)cc1Cl (stereo partly drawn)	21	36	69	34
32	CC(O)C(NC(=O)OCc1ccccc1)C(=O)O (stereo not drawn)	111	112	101	95
33	Cc1ccccc1N=Nc1ccc(N=Nc2cc(S(=O)(=O)O)c3ccccc3c2O)c(C)c1	103	105	107	99
34	O=C(OCc1ccc2c(Br)cc(Br)c(O)c2n1)N1CCN(C(=O)c2cc3cc(F)ccc3[nH]2)CC1	89	79	93	58
35	N#Cc1c(N)nc2c(nnn2-c2ccccc2)c1N	102	99	119	93
36	CCCCCC(N)=O	102	109	102	105
37	O=C1NC(=O)N2CCCC12 (stereo not drawn)	111	95	106	102
38	N#Cc1cccc(-c2cc(-c3ccc4c(c3)OCCO4)[nH]n2)c1	44	42	36	75
39	COc1ccc(Cl)cc1NC(=O)c1cc2c([nH]1)-c1nc(N)sc1CC2	96	89	106	128
40	COc1cccc(/C=C/[C@H]2O[C@@H](C)[C@H](O)[C@@H]2O)c1CO	100	102	114	76
41	CCCCCCCCCCCCCCCCCCNC(=S)N/N=C/c1cc(I)c(O)c(OC)c1	102	105	82	93
42	CN(C)c1ccc(/C=C/c2c(F)cccc2F)cc1	74	98	90	81
43	N#C/C(=N\O)C(N)=O	104	106	116	82
44	COc1cc2c(cc1OC)-c1ccc3cc4c(cc3c1N(CCn1ccnc1)C2)OCO4	80	83	104	76
45	CC(C)(C(=O)O)c1ccccc1	89&90	100&91	105&101	92&104

#	EKVX	UACC-257	A549/ATCC	M14
31	35	32	15	-4.5*
32	108	92	91	106
33	104	97	98	104
34	95	88	97	93
35	39	88	87	x
36	x	98	101	104
37	110	101	97	109
38	63	71	48	7.6*
39	102	86	75	97
40	106	102	104	108
41	114	115	104	101
42	76	89	83	93
43	119	123	96	113
44	79	100	62	73
45	99&98	93&105	91&101	99&94

(list continues)
#	molecule	HOP-62	UACC-62	MALME-3M	HOP-92
46	COC(=O)c1c2c(c(C)[n+]([O-])c1C)C(=O)C=C(NCc1cccc(Cl)c1)C2=O	-20*	-68*	-97*	-32*
47	C=C(C)COc1cc(C)c(Cl)cc1Cl	104	112	123	x
48	Cc1cc2c(C(C)C)c(O)c(O)c(C(=O)C(=O)NCc3ccccc3)c2c(O)c1-c1c(C)cc2c(C(C)C)c(O)c(O)c(C(=O)C(=O)NCc3ccccc3)c2c1O	74	96	120	79
49	CCOC(=O)c1cc2c(n1Cc1ccccc1)-c1oncc1CC2	93	76	x	76
50	COc1cc(C(=O)n2ncnc2N)cc(OC)c1OC	100	107	106	98
51	O=C(Cn1c2c(sc1=O)[C@H]1[C@@H](O)[C@@H](O)[C@H](O)[C@@H]1CS2)Nc1ccc(F)cc1	96	100	103	x
52	CCc1c(-c2ccccc2)n[nH]c1-c1[nH]nc(-c2ccccc2)c1CC	102	92	103	106
53	COc1ccc(-c2ccn(CC(=O)N3CC(C)OC(C)C3)n2)cc1OC1CCCC1 (stereo not drawn)	101	89	96	74
54	CCOC(=O)c1ccc2c(c1)NC(=O)[C@@H]1CCCN21	105	102	104	120
55	COC(=O)[C@@H](CC(C)C)NS(=O)(=O)N(c1cccc(F)c1)C1CCN(Cc2ccc(C(F)(F)F)cc2)CC1	85	77	77	40
56	C#CCN1CCC[C@H]1C(=O)NCC(=O)OC	113	94	x	x
57	COc1ccc(NC2=NC(C)(CO)CS2)cc1 (stereo not drawn)	95	96	112	x
58	O=C1CC(=O)N(c2ccccc2)O1	92	94	x	x
59	O=C(NCc1ccc(F)cc1)C1=NOC(Cc2noc(-c3ccc(F)cc3)n2)C1 (stereo not drawn)	107	102	99	105
60	CC(C)Sc1nc(Cl)c(C#N)c(-c2ccc(F)cc2)n1	109	102	100	92

#	EKVX	UACC-257	A549/ATCC	M14
46	-57*	-88*	-49*	-80*
47	101	103	106	105
48	57	90	69	86
49	77	103	89	100
50	102	91	83	93
51	105	111	109	110
52	82	115	110	108
53	90	104	98	105
54	107	108	104	104
55	70	x	58	85
56	103	102	99	103
57	106	-26*	43	101
58	108	106	107	100
59	111	107	100	104
60	99	118	x	95

(continued)
#	molecule	HOP-62	UACC-62	MALME-3M	HOP-92
61	CN1CCCc2cc3c(cc21)oc1ccccc13	98	93	93	97
62	O=C1/C(=C/C2=Cc3ccccc3OC2)SC(=S)N1c1ccc(F)cc1	101	97	101	99
63	Cc1nnc2c(Cc3ccccc3)nc3ccccc3n12	108	100	109	82
64	NC(=O)CNc1cccc(Br)c1	98	102	95	85
65	CC1OC(n2cnc3c(=S)nc[nH]c32)C(O)C1O (stereo not drawn)	95	99	108	91
66	CCNCCNc1cc(-c2ccc(C(=O)OC)cc2)c(C#N)c2nc3ccccc3n12	68	-18*	89	71
67	CN(C)c1ccc(/C=N\N2CCCCCC2)cc1	106&94	97&90	101	69
68	CN(C)CCCNc1nc2ccccc2c2c(=O)c3cc(F)ccc3sc12	65	-54*	82	24
69	C=CCn1c(=S)[nH]c2c(Cl)cc(Cl)cc2c1=O	90	98	x	85

#	EKVX	UACC-257	A549/ATCC	M14
61	63	99	98	93
62	95	108	101	103
63	91	104	98	99
64	x	103	96	96
65	116	95	94	106
66	85	53	12	32
67	98&93	103&96	98&105	105&115
68	66	85	57	-64*
69	110	73	81	99
